# zVAD death inh: blocks zVAD induced death of L929 cells | viability rescue, % at 10 µM | 220,000 compounds, 0.38% hits | L929 zVAD necroptosis rescue, ATP luminescence, 24 h; with zVAD 60 µM | AID 1377;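 active = activation, scaled between plate controls, above about 75%, limit read from the data; inactive = activation under that limit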;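 also: 0% = zVAD with DMSO and 100% = DMSO alone without zVAD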
# EP2 mod: modulates human prostaglandin E2 receptor EP2 signaling | P43116 | EP2-expressing cells, cAMP HTRF FRET, PGE2 co-stimulation | induction, % at 25 µM | 260,000 compounds, 0.83% hits | AID 940;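 active = compounds whose cAMP rise, as percent of the full-agonist control response, exceeds 60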;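 also: rat C6 glioma line stably carrying human EP2 under a CMV promoter; the protocol text gives 20 µM as final concentration; 100% = response of wells given 1 µM PGE2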
# Hck-Nef inh: inhibitors of human Hck kinase activated by Nef | 220,000 compounds, 0.68% hits | inhibition, % at 20 µM | Recombinant Hck-YEEI plus Nef, Z-Lyte FRET kinase assay | P08631;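 active = Hck-Nef kinase inhibition above about 50%, limit read from the data; inactive = inhibition below that limit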;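 also: 0% = DMSO with Hck plus Nef and 100% = Hck alone without Nef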
# PGE2 EP2 inh: inhibitors of human EP2 prostaglandin E2 receptor. P43116. C6 glioma cells expressing human EP2, cAMP TR-FRET; cells stimulated with saturating PGE2. inhibition, % at 25 µM. 260,000 compounds, 0.52% hits;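 active = percent inhibition above 40 after rounding to a whole number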;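 also: rat C6 glioma host cells with rolipram phosphodiesterase inhibitor present; the protocol text gives 20 µM as final concentration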
# TNF necrop inh: inhibitors of TNF-alpha induced necroptosis in Jurkat FADD-/- cells; Jurkat FADD-/- TNF necroptosis rescue, ATP luminescence, 24 h; 0 = TNF only, 100 = no-TNF cells; activation (protection from cell death), % at 10 µM; 220,000 compounds, 0.068% hits; AID 463075;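 active = activation, meaning protection from cell death, of at least 50% relative to plate controls; inactive = activation below 50%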;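 also: necroptosis triggered by 40 ng/mL TNF-alpha added together with compound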
# Runt-CBFb FRET: inhibitors of human RUNX1 Runt domain binding to CBFb | AID 1496 | Cerulean-Runt/Venus-CBFb FRET ratio 530/480, 1 h | 220,000 compounds, 0.46% hits | inhibition, % at 20 µM | Q01196+Q13951;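 active = inhibition over about 50% at 20 µM in the single-dose screen, limit read from the data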;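 also: 0% = DMSO wells and 100% = excess unlabeled CBFb competitor control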
# Target sequence (Q01196 whole entry, looked up, the tested form may be a part): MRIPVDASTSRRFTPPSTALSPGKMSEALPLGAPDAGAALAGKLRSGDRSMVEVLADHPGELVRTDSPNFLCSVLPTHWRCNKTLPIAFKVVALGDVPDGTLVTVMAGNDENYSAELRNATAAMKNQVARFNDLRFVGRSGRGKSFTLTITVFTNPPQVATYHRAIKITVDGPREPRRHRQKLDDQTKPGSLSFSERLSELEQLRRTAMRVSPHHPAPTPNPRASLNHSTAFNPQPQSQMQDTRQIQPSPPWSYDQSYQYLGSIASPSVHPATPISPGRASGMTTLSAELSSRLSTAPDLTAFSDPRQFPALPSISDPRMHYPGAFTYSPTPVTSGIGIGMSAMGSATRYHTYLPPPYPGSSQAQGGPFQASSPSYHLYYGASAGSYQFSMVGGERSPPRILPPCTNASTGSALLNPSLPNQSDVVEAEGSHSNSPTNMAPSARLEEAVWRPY
# Target sequence (Q13951 whole entry, looked up, the tested form may be a part): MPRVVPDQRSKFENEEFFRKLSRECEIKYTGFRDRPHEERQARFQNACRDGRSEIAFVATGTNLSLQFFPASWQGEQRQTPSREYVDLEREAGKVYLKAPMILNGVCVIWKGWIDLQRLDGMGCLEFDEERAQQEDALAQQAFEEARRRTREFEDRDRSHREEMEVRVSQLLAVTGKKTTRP
#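 Reagent – Venus-CBFb binding partner, 100 nM · Assay system – Cerulean-tagged RUNX1 Runt domain (FRET donor) fusion protein · Input – 100 nM per protein · Incubation – two 1 h room-temperature incubations shielded from light · Measured by – FRET fluorescence · Medium – Tris buffer pH 7.5 with salts and BSA · Benchmarks – unlabeled CBFb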
# PERK inh: inhibitors of human PERK kinase. 220,000 compounds, 0.17% hits. Q9NZJ5. inhibition, % at 5.6 µM. AID 1416. CHO PERK-DD fusion, SEAP luminescence translation reporter;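 active = inhibition above the mean inhibition of all tested compounds plus 3 SD, set separately per screening campaign, cut at about 2.9% in these data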;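 also: PERK kinase domain activated by AP20187 dimerizer at 100 nM; 0% = DMSO with dimerizer and 100% = rapamycin at 8.4 µM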
# Runt-SMMHC FRET: inhibitors of human RUNX1 Runt domain binding to CBFb-SMMHC; Q01196+Q13951; Cerulean-Runt/Venus-CBFb-SMMHC FRET ratio 530/480, 1 h; inhibition, % at 20 µM; 220,000 compounds, 0.74% hits; AID 1434;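 active = mean inhibition across duplicate retests at 20 µM reaching about 50%, limit read from the data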;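 also: 0% = DMSO wells and 100% = wells with excess untagged CBFb-SMMHC; inhibitors lower the FRET ratio by blocking Runt binding to CBFb-SMMHC; some results filed as inactive read as strong as hits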
# RBBP9 inh: human RBBP9 hydrolase inhibition; inhibition, % at 7.94 µM; 220,000 compounds, 0.2% hits; O75884; AID 1515; recombinant RBBP9, FP-Rh probe fluorescence polarization;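 active = inhibition above the campaign mean of all tested compounds plus 3 SD, cut at about 14% in these data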;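 also: plate controls were DMSO wells with RBBP9 for no effect and wells lacking RBBP9 protein for full effect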
# Target sequence (O75884 whole entry, looked up): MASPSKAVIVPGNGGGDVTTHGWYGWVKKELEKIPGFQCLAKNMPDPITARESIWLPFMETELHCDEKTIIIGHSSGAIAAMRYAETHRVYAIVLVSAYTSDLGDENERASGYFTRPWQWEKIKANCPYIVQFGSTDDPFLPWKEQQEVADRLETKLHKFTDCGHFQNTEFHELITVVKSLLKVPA
#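 Measured by – fluorescence polarization · Test system – RBBP9 protein · Input – 2.5 µM RBBP9 dispensing solution, before mixing · Measure – percent inhibition from mP, scaled between DMSO and no-protein wells · Benchmarks – DMSO-treated enzyme wells and wells lacking RBBP9 · Times – preincubation 30 min plus labeling 45 min at 25 °C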
# Starred values were filed as active, the others as inactive; . = no result given; & = joins results of further samples. An excerpt; the hit share may differ from the screen's.
SMILES,zVAD death inh,EP2 mod,Hck-Nef inh,PGE2 EP2 inh,TNF necrop inh,Runt-CBFb FRET,PERK inh,Runt-SMMHC FRET,RBBP9 inh
O=C(N/N=C/c1ccc(Cl)cc1)C1CC12CCC2 (stereo not given),23,-42,12,10,1.1,1,0.3,0,-11
Cc1ccccc1NC(=O)c1sc(Cl)nc1C,-1.1,3,2,7,-2.2,-1,0.9,-3,5
CCN(CC)S(=O)(=O)c1ccc(NC2c3ccccc3C(=O)N2c2ccc(C)cn2)cc1 (stereo not given),-0.1,2,0,11,2.1,2,0.4,0,-4
O=C(c1ccccc1)c1c[nH]c(C(=O)NCCCN2CCOCC2)c1,2.5,-6,1,4,-0.3,-1,0.1,0,-4
CC(C)(C)SCCNC(=O)CN(c1ccc(F)cc1)S(C)(=O)=O,0.7,-12,-1,8,0.5,0,0.0,-4,-3
CSc1nc(C)c(C(=O)Nc2ccccc2)c(C)c1C#N,0.1,9,0,8,-0.1,3,-0.1,-2,-11
CC/S(C)=N/S(=O)(=O)c1ccc(C)cc1 (stereo not given),0.1,13,1,0,0.0,0,0.6,-1,-10
CCOc1cc(C(=O)OCC(=O)Nc2ccc(Cl)cn2)ccc1OCC(=O)N1CCOCC1,0.7,-28,-14,6,5.2,0,-0.3,3,-5
Cc1ccc(N(CC(O)CN2CCCCC2)S(=O)(=O)c2ccccc2[N+](=O)[O-])cc1 (stereo not given),0.3,-13,18,6,2.3,-1,-0.3,5,7
CN(C(=O)C12CC3CC(CC(C3)C1)C2)C1CCS(=O)(=O)C1 (stereo not given),0.9,3,3,13,0.5,0,1.3,17,0
CCOc1cc(-c2nc(-c3ccccc3OC)no2)cc(OCC)c1OCC,-0.3,43,-3,7,-0.6,-12,-0.2,-9,-9
Cc1ccc(NC(=O)CSc2nc3c(c(=O)[nH]2)CCC3)cc1C,0.3,39,0,9,0.3,1,-0.4,2,-2
O=c1cc(O)nc(SCc2ccccc2)n1-c1ccc(F)cc1,-0.1,1,0,8,-2.2,2,0.2,3,-14
COc1ccccc1N1CCN(CCCC(=O)c2ccc(F)cc2)CC1,0.1,-1,0,13,2.0,-1,-0.1,-2,-1
CCN1CCN(c2ncnc3c2oc2nc(C)c4c(c23)CC(C)(C)OC4)CC1,0.0,.,0,.,-0.9,.,-0.6,.,-2
COc1ccccc1CNC(=O)CN1C(=O)CSc2ccc(S(=O)(=O)N3CCCC3)cc21,-1.3,8,15,5,0.7,1,1.1,2,-2
Cc1noc(C)c1C(=O)OCC(=O)Nc1cc(Cl)ccc1Oc1ccccc1,0.3,26,0,12,-1.3,1,-1.5,2,-7
CCc1ccccc1NC(=O)N1C2CCCC1CC(NC(=O)C(C)(C)C)C2 (stereo not given),0.2,11,-5,7,1.8,1,0.2,-1,-4
Clc1ccc(CSc2nnc(-c3ccccn3)n2Cc2ccco2)c(Cl)c1,0.7,19,2,1,0.3,29,1.5,17,-5
Cc1nn(Cc2ccccc2Cl)c(C)c1NC(=O)/C=C/c1cnn(C)c1,0.2,-8,0,1,-4.6,3,-0.4,0,-11

# 3 compounds out of the list above, arranged by their value in Hck-Nef inh, low to high.
smiles,Hck-Nef inh
CCc1ccccc1NC(=O)N1C2CCCC1CC(NC(=O)C(C)(C)C)C2 (stereo not given),-5
Cc1noc(C)c1C(=O)OCC(=O)Nc1cc(Cl)ccc1Oc1ccccc1,0
COc1ccccc1CNC(=O)CN1C(=O)CSc2ccc(S(=O)(=O)N3CCCC3)cc21,15

# Other structures
SMILES,zVAD death inh,EP2 mod,Hck-Nef inh,PGE2 EP2 inh,TNF necrop inh,Runt-CBFb FRET,PERK inh,Runt-SMMHC FRET,RBBP9 inh
COc1ccc(CNC(=O)COC(=O)Cc2ccsc2)cc1,1.2,-21,22,5,1.4,-2,1.1,-1,-2
Cc1noc(C)c1COC(=O)COc1cccc2c1OC(C)(C)C2,-0.1,65*,0,10,-3.3,0,0.7,2,-6
CN1CCN(C2=Cc3ccc(Cl)cc3Sc3ccc(F)cc32)CC1,0.1,20,9,11,4.5,-3,-0.8,5,1
COc1ccc2oc(=O)c(C(=O)N3CCN(c4ccccc4)CC3)cc2c1,2.1,-27,2,8,-0.5,-3,0.6,3,-3
O=C(NNC(=O)c1nn(-c2ccc(F)cc2)ccc1=O)Nc1cccc(Cl)c1,0.5,-24,26,12,2.2,0,0.7,3,-2
COc1ccc2[nH]c3c(=O)n4c(nc3c2c1)SCC4,0.4,-18,4,6,-1.2,0,2.2,3,-7
CC(C)(C)N1CC2([N+](=O)[O-])CN(C(C)(C)C)CC([N+](=O)[O-])(C1)C2,-0.1,12,-1,11,-0.8,-1,-0.3,1,-7
CC1CN(C(=O)c2cc3ccccc3oc2=O)CC(C)O1 (stereo not given),0.4,-3,-2,-1,1.1,-1,0.7,-3,-3
Cc1cc([N+](=O)[O-])ccc1NC(=O)/C=C/c1cccs1,0.4,5,0,22,-1.9,2,0.3,-1,-4
CCOC(=O)C1CCCN(C(=S)NC2CCCC2)C1 (stereo not given),-1.0,3,17,6,0.6,-1,-0.3,-3,-16
Cc1nonc1NC(=O)OC1CCCCC1,-0.4,1,0,3,-0.3,-2,1.6,3,-6
C=C(C)Cn1c(CCn2c3ccccc3c3ccccc32)n[nH]c1=S,1.2,11,0,6,0.9,10,-0.4,2,-8
CCn1nc(C)c(NC(=O)CCCSc2nc(-c3ccco3)cc(C(F)(F)F)n2)c1C,-0.1,-4,0,9,-9.7,1,-1.0,-2,-14
Cc1cc(C)nc(N/N=C/c2cn[nH]c2-c2ccc(F)cc2)n1,-0.2,-7,26,9,4.1,0,0.0,2,-6
CCC(C(=O)NN1C(=O)c2ccccc2C1=O)c1ccccc1 (stereo not given),2.7,30,18,8,1.5,2,1.1,0,-1
COc1ccc(N(C2CSC2)S(=O)(=O)c2ccccc2)cc1,-0.7,25&23,-16,16&4,-1.0,-2,-0.5,0,-7
O=C(CSC(=S)N1CCOCC1)N1N=CCC1c1ccccc1 (stereo not given),0.5,13,-2,7,50*,1,-0.6,-2,-6
Cc1c(C(=O)/C=C/c2cccs2)oc2ccc(F)cc12,2.2,42,0,12,0.7,-1,-0.4,-3,8
O=C(O)Cn1c2c(c3ccccc31)CCCC2,1.3,-17,-3,-2,1.1,-6,0.9,16,-5
CCOP(=O)(OCC)C(NC(=O)c1cccs1)C(F)(F)F (stereo not given),1.2,6,19,9,-0.9,1,0.6,-7,-3
COC(=O)c1ccc(NC(=S)N2CCN(Cc3cccc(C)c3)CC2)cc1,0.0,18,2,6,-1.6,-1,0.5,0,-7
Cc1cc(C)n2nc(SCC(=O)N(C)C)nc2n1,0.3,-11,1,17,0.3,0,0.0,-1,1
Cc1cc(Br)cc(C)c1OCCCCN(C)C,0.1,-21,0,4,-1.1,5,-0.8,3,-1
N#CCCN1CCN(CCC#N)CC1,0.9,22,1,16,0.9,0,2.4,4,11
Cc1ccsc1/C=N/Nc1nc(Cl)c(Cl)cc1Cl,0.4,-36,1,0,-6.2,-1,0.9,0,-5
Cc1ccc(Nc2nc(NCc3ccco3)c3ccccc3n2)cc1,0.4,-51,-15,42*,-5.5,-4,0.4,5,2
CCCCc1c(C)nc(N)[nH]c1=O,-0.2,8,3,8,-0.7,0,-0.5,-3,-1
COCCn1c(N)c(N(Cc2ccccc2)C(=O)C2CCCCC2)c(=O)[nH]c1=O,2.3,24,9,2,-0.1,1,1.1,2,-1
CC(C)CCOc1ccc(C(CC(N)=O)C(=O)O)cc1 (stereo not given),0.0,31,-29,10,0.8,0,0.4,4,-8
Cc1cc(C)c2c(c1)OC(O)(C(F)F)CC2=O (stereo not given),0.6,12,2,-3,-0.7,-2,0.5,1,-1
COc1ccccc1/C=N/n1cnnc1,3.7,14,-8,.,3.1,0,0.6,4,2
O=c1oc2ccc(Cl)cc2nc1/C=C(\O)c1cccs1,57,-5,7,6,-7.3,12,0.1,-8,0
O=C(NC(=O)c1ccccc1)OCC(F)(F)F,1.3,-1,1,13,1.3,-1,0.6,-2,-8
CCOC(=O)c1cc(-c2ccc(C)cc2)n(CCC(=O)NC(C)CC)c1C (stereo not given),-0.7,18,-1,4,0.0,-4,-1.2,3,-4
O=C(NNc1ccc(F)cc1)c1c(F)cccc1Cl,1.2,-41,20,7,3.8,2,0.7,2,-11
CCOC(=O)CSc1cc(C)nc2ccc(OC)cc12,8.1,-6&4,26,10&9,3.4,.,-0.1,.,-2
CCOc1ncccc1C(=O)OCC(=O)Nc1cc(S(=O)(=O)N2CCOCC2)ccc1Cl,1.6,11,2,5,2.1,1,-0.1,-3,-7
CN(Cc1cccnc1)Cc1cn[nH]c1-c1ccc(-c2ccccc2)cc1,12,-8,-5,12,0.6,-4,-1.5,-1,1
CC(=O)CC(c1ccccc1)S(=O)(=O)c1ccc(C)cc1 (stereo not given),0.5,32,2,5,1.1,-2,1.6,0,4
CCNc1nc(NC(C)CC)nc(Oc2ccc(OCC)nn2)n1 (stereo not given),75,16,11,1,-7.0,-2,-0.3,-5,-3
Cc1ccc(NC(NC(=O)Cc2ccccc2)C(Cl)(Cl)Cl)cc1 (stereo not given),0.0,-11,3,7,1.2,0,0.3,-2,-3
COc1ccc(-c2noc(CCC(=O)NCc3cccnc3)n2)cc1OC,5.5,23,1,11,0.0,0,0.3,3,-10
CC(c1ccc(Br)cc1)N1CC23C=CC(O2)C(C(=O)O)C3C1=O (stereo not given),-0.5,17,4,8,0.5,0,-0.3,-6,-2
COc1ccccc1-n1c(SCC(=O)N2CCCCC2)nnc1-c1ccccc1O,0.0,26,0,8,-1.0,0,-0.6,-29,-9
CCOC(=O)c1cc2ccc(OC)c(OC)c2c(=O)s1,0.3,-11,8,9,-0.8,-1,0.6,1,-7
Cc1ccc(C)c(NC(=O)C2CCC(C)(C(=O)O)C2(C)C)c1 (stereo not given),0.4,-9,1,2,-0.2,-2,0.8,-4,-6
Cc1cccc(N2CCN(c3ccc(C(N)=O)cc3[N+](=O)[O-])CC2)c1C,2.7,18,24,6,-0.8,1,-0.2,-3,-11
CC(NS(=O)(=O)c1ccccc1)C(=O)Nc1ccc(S(N)(=O)=O)cc1 (stereo not given),-0.3,19,6,9,0.3,-2,1.1,-6,3
C/C(NC1CCCC1)=C(/C#N)C(N)=O,-0.2,-24,2,11,-1.2,-2,-0.2,-2,0
N/C(=N\c1nc2ccccc2o1)NC(=O)c1ccccc1F,0.1,-37,0,17,-0.5,1,0.5,-1,-4
NC(=O)c1c(NC(=O)Cc2cccs2)sc2c1CCC2,0.0,-9,0,10,-0.1,1,-0.6,-1,-4
C=CCN(c1ccc(C(=O)Nc2cccc([N+](=O)[O-])c2)cc1)S(C)(=O)=O,2.2,-31,1,7,1.1,-1,0.8,-1,4

# Screens: PubChem BioAssay, several laboratories
